# Source: PubChem
# JMJD2C inh = inhibitors of GASC-1 histone demethylase, primary screen, biochemical, fluorescence, DELFIA europium | GST-JMJD2C(1-420) H3K9me3 demethylation | inhibition, % at 2.35 µM | Lysine-specific demethylase 4C (Homo sapiens), Q9H3R0 | 330,000 compounds, 0.069% hits | AID 2099, 2009;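 active means more than half of a compound's replicate wells show inhibition beyond 50%, single wells judged on their own value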;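 further: signal counts dimethyl H3K9 product captured on neutravidin plate; 0% = median of DMSO wells and 100% = 0.3 times that DMSO median; strong numbers were not always called active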
# Efflux pump inh = inhibitors of Candida efflux pumps in yeast, primary screen, S. cerevisiae, Nile Red, multiplex. inhibition, % at 10 µM. 330,000 compounds, 0.44% hits. S. cerevisiae Candida pump triplex;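 active means plate passing quality check with inhibition over a set limit, or well fluorescence over plate mean plus 4 SD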;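 further: Nile Red retained in pooled yeast measured as flow cytometry median fluorescence; 0% = buffer negative control and 100% = Enniatin B positive control; higher means more Nile Red kept so more efflux inhibition; some compounds called inactive have numbers as strong as hits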
# PREPL inh = PREPL enzyme inhibitors, primary screen, biochemical, fluorescence polarization; inhibition, % at 5.96 µM; recombinant PREPL, fluorescence polarization activity-based probe; Prolyl endopeptidase-like (Homo sapiens), Q4J6C6; 320,000 compounds, 0.68% hits; in the data active means inhibition above about 43%;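 further: 0% = enzyme with DMSO and 100% = wells lacking enzyme; many of its hits are not listed in these tables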
# Target sequence (Q4J6C6 whole entry, looked up): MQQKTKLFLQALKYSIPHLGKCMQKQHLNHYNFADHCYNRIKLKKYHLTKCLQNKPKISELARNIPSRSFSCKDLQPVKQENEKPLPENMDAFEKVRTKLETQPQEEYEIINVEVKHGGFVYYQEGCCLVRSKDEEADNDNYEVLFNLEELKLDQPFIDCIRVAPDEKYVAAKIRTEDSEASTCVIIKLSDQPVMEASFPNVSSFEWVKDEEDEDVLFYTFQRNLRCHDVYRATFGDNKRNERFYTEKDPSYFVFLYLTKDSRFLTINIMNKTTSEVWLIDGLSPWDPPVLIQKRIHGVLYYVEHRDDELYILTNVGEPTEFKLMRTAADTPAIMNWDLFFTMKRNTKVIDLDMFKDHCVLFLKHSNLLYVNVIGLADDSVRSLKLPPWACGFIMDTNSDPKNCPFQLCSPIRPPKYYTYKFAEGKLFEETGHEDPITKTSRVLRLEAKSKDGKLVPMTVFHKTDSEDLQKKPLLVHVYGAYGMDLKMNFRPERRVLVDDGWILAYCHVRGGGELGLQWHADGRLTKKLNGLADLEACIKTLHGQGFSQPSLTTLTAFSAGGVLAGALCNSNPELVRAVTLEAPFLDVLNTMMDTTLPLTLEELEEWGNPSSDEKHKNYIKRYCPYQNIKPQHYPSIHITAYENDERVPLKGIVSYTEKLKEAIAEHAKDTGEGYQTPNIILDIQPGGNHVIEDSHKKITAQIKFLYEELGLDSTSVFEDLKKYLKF
# * hit, by the source's call.
SMILES,JMJD2C inh,Efflux pump inh,PREPL inh
COc1ccc(NC(=O)Nc2cccc3c2O[C@H](CN(C)C(=O)Nc2ccc(OC)cc2)[C@@H](C)CN([C@H](C)CO)C3=O)cc1,-2.6,-0.2,11.2
O=C(COC(=O)CN1C(=O)NC2(CCCC2)C1=O)NCc1ccc(Cl)cc1Cl,3.2,0.0,-3.5
Cc1cccc(C(=O)OCC(=O)Nc2c(C)n(C)n(-c3ccccc3)c2=O)c1O,12.2,-0.1,11.1
CC(C)(C)c1ccc(C(=O)NCCC(=O)NNC(=O)COc2ccccc2F)cc1,-1.3,0.3,21.5
O=C(CNC(=O)c1cccc([N+](=O)[O-])c1)OCCCC(=O)c1ccc(F)cc1,0.8,-0.1,12.1
O=C(CN1CCN(c2ccc(O)cc2)CC1)Nc1ccc(S(=O)(=O)N2CCCC2)cc1,-4.9,-0.1,5.8
CCOC(=O)N1CCN(C(=O)COC(=O)c2ccc(N(C)C)cc2)CC1,-2.3,-0.1,13.2
COc1ccc(C(=O)O)cc1S(=O)(=O)N1CCN(Cc2ccc3c(c2)OCO3)CC1,3.9,-0.1,0.1
C[C@H](NS(=O)(=O)c1ccc(Cl)cc1)C(=O)OCC(=O)N1CCOCC1,-8.8,0.3,19.6
CN(C(=O)C1CCN(S(=O)(=O)c2ccccc2[N+](=O)[O-])CC1)C1CCCCC1,2.7,0.4,-1.1
Cc1ccc(-n2c(SCC(=O)NCC3CCCO3)nc3ccccc3c2=O)cc1 (stereo not given),-1.7,-0.3,7.4
COc1cccc(CNCC(=O)NC(=O)NC2CCCC2)c1,-2.1,0.2,2.5
CCOc1ccccc1OCCC(=O)Nc1ccc2c(c1)OCO2,0.9,0.1,21.2
C[C@H]1CN([C@@H](C)CO)C(=O)c2cccc(NC(=O)Nc3ccc(C(F)(F)F)cc3)c2O[C@@H]1CN(C)S(=O)(=O)c1ccc(Cl)cc1,18.6,0.6,25.5
COc1ccc(C2=NN(C(=O)COC(=O)c3ccc(S(C)(=O)=O)c([N+](=O)[O-])c3)C(c3ccco3)C2)cc1 (stereo not given),-12.9,0.2,-67.8
Cn1c2ccsc2c2ncn(Cc3ccccc3F)c(=O)c21,-2.1,-0.2,11.1
Cc1ccsc1C(=O)OCC(=O)NCc1ccccc1,-10.6,-0.1,0.4
O=C(COC(=O)c1cc(S(=O)(=O)N2CCCC2)ccc1O)Nc1ccc(F)cc1F,-0.5,-0.1,5.7
COC(=O)[C@]1(Cc2ccccc2)N[C@H](CN(C)C(=O)Nc2ccccc2)[C@@H]2C(=O)N(C)C(=O)[C@@H]21,30.8,-0.4,3.8
Cn1cc(C(=O)NCC(=O)Nc2ccccc2Br)cn1,3.3,0.2,14.4
O=C(Cn1cc(C(F)(F)F)ccc1=O)Nc1ccc2c(c1)OCCO2,9.0,-0.2,22.6
COc1ccc(NC(=O)COC(=O)C23CC4CC(CC(O)(C4)C2)C3)cc1Cl,2.3,0.7,13.8
CCOC(=O)C1CCN(C(=O)c2ccc(C)o2)CC1,2.8,0.1,13.1
COc1cc(C)c(NC(=O)c2cccc(S(=O)(=O)N3CCCC3)c2)cc1OC,2.9,-0.5,2.3

# 18 of the compounds above, with two lines to a compound:
# Results follow in this order: JMJD2C inh	Efflux pump inh	PREPL inh
CC(C)(C)c1ccc(C(=O)NCCC(=O)NNC(=O)COc2ccccc2F)cc1
→ -1.3	0.3	21.5
O=C(CNC(=O)c1cccc([N+](=O)[O-])c1)OCCCC(=O)c1ccc(F)cc1
→ 0.8	-0.1	12.1
O=C(CN1CCN(c2ccc(O)cc2)CC1)Nc1ccc(S(=O)(=O)N2CCCC2)cc1
→ -4.9	-0.1	5.8
CCOC(=O)N1CCN(C(=O)COC(=O)c2ccc(N(C)C)cc2)CC1
→ -2.3	-0.1	13.2
COc1ccc(C(=O)O)cc1S(=O)(=O)N1CCN(Cc2ccc3c(c2)OCO3)CC1
→ 3.9	-0.1	0.1
C[C@H](NS(=O)(=O)c1ccc(Cl)cc1)C(=O)OCC(=O)N1CCOCC1
→ -8.8	0.3	19.6
CN(C(=O)C1CCN(S(=O)(=O)c2ccccc2[N+](=O)[O-])CC1)C1CCCCC1
→ 2.7	0.4	-1.1
Cc1ccc(-n2c(SCC(=O)NCC3CCCO3)nc3ccccc3c2=O)cc1 (stereo not given)
→ -1.7	-0.3	7.4
COc1cccc(CNCC(=O)NC(=O)NC2CCCC2)c1
→ -2.1	0.2	2.5
CCOc1ccccc1OCCC(=O)Nc1ccc2c(c1)OCO2
→ 0.9	0.1	21.2
C[C@H]1CN([C@@H](C)CO)C(=O)c2cccc(NC(=O)Nc3ccc(C(F)(F)F)cc3)c2O[C@@H]1CN(C)S(=O)(=O)c1ccc(Cl)cc1
→ 18.6	0.6	25.5
COc1ccc(C2=NN(C(=O)COC(=O)c3ccc(S(C)(=O)=O)c([N+](=O)[O-])c3)C(c3ccco3)C2)cc1 (stereo not given)
→ -12.9	0.2	-67.8
Cn1c2ccsc2c2ncn(Cc3ccccc3F)c(=O)c21
→ -2.1	-0.2	11.1
Cc1ccsc1C(=O)OCC(=O)NCc1ccccc1
→ -10.6	-0.1	0.4
O=C(COC(=O)c1cc(S(=O)(=O)N2CCCC2)ccc1O)Nc1ccc(F)cc1F
→ -0.5	-0.1	5.7
COC(=O)[C@]1(Cc2ccccc2)N[C@H](CN(C)C(=O)Nc2ccccc2)[C@@H]2C(=O)N(C)C(=O)[C@@H]21
→ 30.8	-0.4	3.8
Cn1cc(C(=O)NCC(=O)Nc2ccccc2Br)cn1
→ 3.3	0.2	14.4
O=C(Cn1cc(C(F)(F)F)ccc1=O)Nc1ccc2c(c1)OCCO2
→ 9.0	-0.2	22.6

# (next part)
SMILES,JMJD2C inh,Efflux pump inh,PREPL inh
COc1ccccc1C(=O)CN1C(=O)NC2(CCCc3ccccc32)C1=O (stereo not given),3.4,-0.1,-3.4
Cc1cc(=O)[nH]c(SCC(=O)N2CC3(C)CC2CC(C)(C)C3)n1 (stereo not given),0.9,0.1,18.4
CC(C)Cn1c(N)c(C(=O)COC(=O)c2ccc(Br)cc2)c(=O)n(C)c1=O,5.9,0.0,4.4
COC(=O)[C@@H](CC(C)C)N(Cc1ccccc1)S(=O)(=O)N(Cc1ccccc1)[C@@H](CC(C)C)C(=O)OC,1.3,0.6,11.5
COc1ccc(OCCC(=O)OCC(=O)Nc2cccc(S(=O)(=O)N3CCCCC3)c2)cc1,-9.1,0.0,11.3
O=C(CSc1nnc2ccccn12)NC(=O)c1ccccc1Cl,8.8,-0.1,5.1
COc1ccc(NS(=O)(=O)c2cc(NC(=O)C3=NN(c4ccccc4)C(=O)CC3)ccc2OC)cc1,11.3,0.3,-3.3
O=C(COC(=O)c1ccc(F)cc1F)NCc1ccc2c(c1)OCO2,-7.0,-0.2,11.1
Cc1cc(C(=O)N2CCN(c3ccccc3Cl)CC2)c(C)o1,5.0,0.2,17.0
CC1(C)NC(=O)N(CCC(=O)Nc2cc(C(F)(F)F)ccc2Cl)C1=O,8.5,0.1,-5.6
CCNC(=O)N(C)C[C@H]1N[C@@](CC)(C(=O)OC)[C@H]2C(=O)N(C)C(=O)[C@@H]12,-8.2,-0.3,-1.3
Cc1cc(=O)[nH]c(SCC(=O)NC2CCCCCC2)n1,1.3,-0.2,1.9
Cc1ccc2c(c1)C(=O)C(=O)N2Cc1ccccc1,1.8,-0.2,7.2
C[C@H](CO)N1C[C@H](C)[C@@H](CN(C)Cc2ccc(Oc3ccccc3)cc2)Oc2ccc(NC(=O)Cn3cnnn3)cc2C1=O,21.6,0.0,24.6
COc1ccc(NC(=O)Nc2cccc3c2O[C@H](CN(C)S(=O)(=O)c2cn(C)cn2)[C@@H](C)CN([C@H](C)CO)C3=O)cc1,4.7,0.0,9.8
CCCCN1C(=N)N([C@@H](C)CN2CCC[C@H]2CN2C(N)=NC[C@H]2C(C)C)C[C@H]1[C@H](C)CC,-2.0,-0.3,39.8
CC(C)[C@H](NS(=O)(=O)c1ccccc1)C(=O)Nc1nccs1,-5.7,0.0,4.0
O=C(N=C1SC2CS(=O)(=O)CC2N1c1ccccc1)c1ccccc1 (stereo not given),1.9,-0.1,9.0
CN(C)S(=O)(=O)c1ccc(N2CCCC2)c(C(=O)Nc2nccs2)c1,1.2,-0.1,9.6
CCOc1ccc(NC(=O)COC(=O)C2CC2C)cc1 (stereo not given),-0.3,0.6,18.8
CN(C)CC(C)(C)CNc1ccc(S(=O)(=O)N2CCCC2)cn1,0.4,-0.1,-2.5
CCC(CO)Oc1cc(NC(=O)Cc2ccccc2F)c2ncn(C(C)C)c2c1 (stereo not given),1.8,-0.2,15.8
O=S(=O)(Nc1ccccc1F)c1cccc(NC(=S)NCCN2CCOCC2)c1,37.3,-0.1,9.4
Nc1cc(=O)[nH]c(SCC(=O)NCCC2=CCCCC2)n1,1.5,0.0,9.3
C[C@H](CO)N1C[C@H](C)[C@@H](CN(C)S(=O)(=O)c2cn(C)cn2)Oc2ccc(NC(=O)NC3CCCCC3)cc2C1=O,1.4,0.3,14.3
CC[C@]12c3[nH]c4ccccc4c3CCN1C(=O)C(CC(=O)NC/C=C(\C)CCC=C(C)C)C[C@@H]2C(=O)N1CCN(C(=O)C2CC2)CC1 (stereo not given in full),7.0,0.8,31.3
COc1ccc(NC(=O)CCCc2nc3ccccc3c(=O)[nH]2)cc1Cl,-7.2,-0.1,4.7
Cc1ccccc1OCC(=O)OCC(=O)Nc1ccc2c(c1)OCO2,9.1,-0.1,7.2
O=C(CCS(=O)(=O)c1ccccc1Cl)NC1CCCCCC1,6.6,-0.1,7.3
CCC1(c2ccccc2)NC(=O)N(CC(=O)NC2CCCCCC2)C1=O (stereo not given),1.9,-0.1,7.0
CC1CCN(c2ccc3c(c2)S(=O)(=O)c2cccc(C(=O)NC4CC4)c2C3=O)CC1,31.4,0.0,-4.8
COc1cc(NC(=O)Cn2cnc3c(OCc4ccccc4)ncnc32)cc(OC)c1OC,14.6,0.1,12.8
C[C@@H]1O[C@@H](O[C@@H]2[C@@H](O)[C@H](OCCc3ccc(O)c(O)c3)O[C@H](CO)[C@H]2OC(=O)/C=C/c2ccc(O)c(O)c2)[C@H](O)[C@H](O)[C@H]1O,-4.5,-0.4,-2.4
CC1CCCCC1NC(=O)COC(=O)COc1ccccc1F (stereo not given),-6.2,-0.1,-0.4
CCOc1ccc(C(=O)OCC(=O)NCC2CCCO2)cc1 (stereo not given),-3.9,-0.1,18.0
O=S(=O)(c1ccc2c(c1)OCCO2)N1CCN(S(=O)(=O)c2c(F)cc(F)cc2F)CC1,-9.7,-0.3,-7.9
CN(C)S(=O)(=O)c1cccc(NC(=O)COC(=O)c2ccc3ccccc3n2)c1,3.9,0.0,19.4
O=S(=O)(Nc1cc(S(=O)(=O)N2CCOCC2)ccc1Cl)c1ccccc1,9.2,-0.1,5.5
COC(=O)C1=C(C)N(Cc2ccccc2)C(=NCCCCO)N[C@H]1c1cccc(C(F)(F)F)c1,-4.6,0.3,19.5
Cc1ccc(CN2C(=O)C(=O)c3cc(C)ccc32)cc1,13.7,-0.1,18.4
Nn1c(SCC(=O)NC2CCCc3ccccc32)nnc1C1CC1 (stereo not given),4.8,-0.2,9.1
Cc1ccc(C)c(NC(=O)CN2C(=O)NC(CCc3ccccc3)C2=O)c1 (stereo not given),7.7,0.0,11.3
CC1CC(=NNC(=O)C2COc3ccccc3O2)CC(C)(C)C1 (stereo not given),0.7,-0.3,5.5
COc1cc(CC(=O)N2CCN(S(=O)(=O)c3ccc(C)cc3)CC2)cc(OC)c1OC,1.9,-0.2,14.6
Cc1noc(C)c1CSCC(=O)OCc1nnc(-c2ccc([N+](=O)[O-])cc2)o1,-0.3,0.1,11.7
O=C(Nc1ccccc1)c1nc[nH]c1C(=O)NCCCNC(=O)c1[nH]cnc1C(=O)Nc1ccccc1,-9.2,0.1,-21.2
COC(=O)C[C@H](NC(=O)Cn1cnc2c(SC)nc(N)nc21)C(=O)OC,5.5,0.0,10.0
COc1ccccc1N(C)S(=O)(=O)c1ccc(C(=O)Nc2ccc(C(N)=O)cc2)cc1,10.2,0.4,-41.6
CC1CCCN(S(=O)(=O)c2cccc(C(=O)NCC3CCCO3)c2)C1 (stereo not given),-7.8,0.0,13.1
CC(NC(=O)COC(=O)C1CC1C)c1cccc(Cl)c1 (stereo not given),-1.7,0.2,3.0
Cc1ccc(-c2cc(C(=O)N3CCOCC3)c3ccccc3n2)o1,-5.6,-0.1,9.1
COc1ccc(C(=O)Nc2cccc(S(=O)(=O)NC3=NCCC3)c2)cc1OC,8.8,0.1,18.7
O=C(COc1ccc(F)cc1Br)NCc1nnc2ccccn12,-13.8,0.2,-0.6
O=C(CCl)N1CCN(C(=O)C2COc3ccccc3O2)CC1 (stereo not given),-0.3,0.0,7.1
CC(=O)N1CCN(CC(=O)Nc2cccc(S(=O)(=O)N3CCCCC3)c2)CC1,-2.6,-0.2,0.7
Cc1sc2ncnc(SCC(=O)Nc3ccc(S(=O)(=O)N4CCOCC4)cc3)c2c1C,3.4,0.1,-6.4

# Not all compounds are listed; the hit share may differ from the screen's.
